Screening results from PubChem BioAssay.
Apaf1 inhib: inhibitors of human Apaf-1 apoptosome | AID 489030 | O14727 | inhibition, % at 20 µM | reconstituted apoptosome caspase-3 activity, DEVD-Rh110 fluorescence | hit rate 0.71% among 330,000; active means inhibition of at least 40% at 20 µM;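 further: plate controls were DMSO wells for no effect and DEVD-CHO caspase inhibitor wells for full effect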
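System: Apoptosome proteins | Medium: Hepes pH 7.5 with detergent and BSA | Also added: Cytochrome c trigger plus (Z-DEVD)2-Rh110 caspase-3 substrate | Incubation: 30 min compound preincubation, 50 min activation, room temperature | Detection: Rhodamine 110 fluorescence at Ex 480/Em 540 nm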
Jurkat NFkB inh: inhibitors of the PMA/ionomycin-induced NF-kB reporter in Jurkat cells | inhibition, % at 4 µM | AID 435003 | PMA/ionomycin-induced NF-kB luciferase reporter, luminescence | hit rate 0.53% among 330,000
SENP7 block: inhibitors of human SENP7 protease; recombinant SENP7, Z-RLRGG-aminoluciferin luminescence, 40 min; inhibition, % at 5 µM; hit rate 1.5% among 330,000;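 active means inhibition above about 50% at the single test dose, limit read from the data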;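 further: plate controls were DMSO with enzyme for no effect and no enzyme buffer wells for full effect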
Target sequence (Q9BQF6 706-1050 limits assumed): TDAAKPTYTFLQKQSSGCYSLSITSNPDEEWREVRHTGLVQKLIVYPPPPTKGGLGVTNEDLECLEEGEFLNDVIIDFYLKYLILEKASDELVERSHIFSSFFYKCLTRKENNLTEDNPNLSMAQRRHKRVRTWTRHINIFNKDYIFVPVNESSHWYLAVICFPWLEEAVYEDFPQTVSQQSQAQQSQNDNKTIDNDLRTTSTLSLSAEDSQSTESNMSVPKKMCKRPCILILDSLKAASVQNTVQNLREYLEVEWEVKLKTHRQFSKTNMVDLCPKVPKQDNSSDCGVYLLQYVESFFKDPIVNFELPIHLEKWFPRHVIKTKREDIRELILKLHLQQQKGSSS
SENP8 block: inhibitors of human SENP8 protease; AID 2540; hit rate 1.2% among 330,000; purified SENP8, Z-RLRGG-aminoluciferin cleavage, luminescence; inhibition, % at 10 µM
Target sequence (Q96LD8 whole entry, looked up): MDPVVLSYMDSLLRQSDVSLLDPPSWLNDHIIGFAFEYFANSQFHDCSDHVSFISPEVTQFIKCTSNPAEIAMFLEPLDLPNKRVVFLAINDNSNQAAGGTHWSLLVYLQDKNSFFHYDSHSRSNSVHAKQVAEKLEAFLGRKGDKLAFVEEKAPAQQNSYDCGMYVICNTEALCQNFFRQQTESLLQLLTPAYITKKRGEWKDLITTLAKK
HKDC1 inhibitor: blocks human hexokinase HKDC1 activity; recombinant HKDC1, G6PDH/diaphorase resazurin coupled fluorescence; inhibition, % at 20 µM; hit rate 0.16% among 340,000;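 active means inhibition above about 35% when tested at 20 µM, limit read from the data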;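 further: plate controls were DMSO wells with enzyme for no effect and DMSO wells lacking enzyme for full effect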
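Test system: HK5 enzyme. Quantity: 5 µg/mL HK5 final. Reagent: glucose and ATP substrates. Schedule: 90 min reaction incubation at room temperature, dark. Technique: resazurin-to-resorufin fluorescence via G6PDH and diaphorase coupling, 525/613 nm. Control set: DMSO wells with and without enzyme mix.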
Gli-Sufu antag: blocks Gli-Sufu signaling in a luciferase reporter | Sufu-KO-LIGHT fibroblasts, Gli luciferase reporter luminescence | inhibition, % at 5 µM | hit rate 0.74% among 340,000;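 active means inhibition above about 55%, limit read from the data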;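 further: 0% = DMSO-treated cells and 100% = wells with medium but no cells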
697 NFkB inh: inhibitors of the PMA/ionomycin-induced NF-kB reporter in 697 B cells; inhibition, % at 4 µM; 697 B-cell NF-kB luciferase reporter, 16 h; hit rate 0.33% among 330,000; in the data active means inhibition above about 35%
UBC13 inh: inhibitors of human UBC13 polyubiquitin chain formation | inhibition, % at 20 µM | TR-FRET | AID 485273 | hit rate 0.47% among 330,000 | P61088; in the data active means inhibition above about 45%, passing the limit was not always enough
Target sequence (P61088 whole entry, looked up): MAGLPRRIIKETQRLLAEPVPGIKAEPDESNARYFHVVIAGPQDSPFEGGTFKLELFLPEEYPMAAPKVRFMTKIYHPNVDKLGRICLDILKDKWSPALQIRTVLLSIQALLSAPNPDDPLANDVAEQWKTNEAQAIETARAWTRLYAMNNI
An asterisk follows results filed as active; nt = no result given. Unless noted, no stated cut-off is given here; in the data, active means inhibition above about 50%; inactive means the rest.

SMILES | Apaf1 inhib | Jurkat NFkB inh | SENP7 block | SENP8 block | HKDC1 inhibitor | Gli-Sufu antag | 697 NFkB inh | UBC13 inh
C=CCN1C(=O)C(Cc2cccc(C)c2)SC1=Nc1ccc(C(=O)O)cc1 (configuration not stated) | 3 | -4 | 8 | -11 | 1 | -14 | 21 | -3
COc1ccc(NC(=O)CN(C)C(=O)c2cc(-c3cccs3)nn2-c2ccccc2)cc1 | 9 | 4 | 1 | 8 | -1 | 6 | 20 | 1
Cc1cccn2c(=O)c3cc(S(=O)(=O)c4ccc(Br)cc4)c(=N)n(C4CCCC4)c3nc12 | -5 | 17 | 2 | 1 | 0 | 7 | -54 | -3
CC(C)c1ccc(OCc2nnc(SCC(=O)N3CCCCC3)o2)cc1 | 19 | -68 | 4 | 3 | -4 | 26 | -15 | 0
CCCCCOC(=O)C1=C(C)Nc2ncnn2C1c1cccs1 (configuration not stated) | 11 | 22 | 3 | 3 | 2 | 0 | -5 | 6
COc1ccccc1NC(=O)N1CCC(c2nc3cc(C)c(C)cc3[nH]2)CC1 | 2 | 43 | -5 | -9 | 3 | 17 | -68 | -9
O=C(COc1ccc(Cl)cc1Br)NC(=O)NCc1ccccc1 | 6 | -6 | 0 | -1 | -2 | 0 | 18 | 5
Cc1ccc(C(C)NC(=O)c2c(C)noc2C)cc1C (configuration not stated) | -13 | 0 | -7 | -10 | -5 | 5 | 4 | 0
O=C(c1ccco1)N1CCN(Cc2cn[nH]c2-c2cccc3ccccc23)CC1 | -15 | 7 | 0 | -5 | 13 | 10 | -26 | -10
COc1ccccc1NC(=O)COc1ccc(/C=N/NC(=O)CSCc2ccc(Cl)cc2)cc1 | 5 | 18 | 2 | -6 | 1 | -6 | 10 | 43
Cc1ccc(S(C)(=O)=NC(=O)NC(=O)c2c(Cl)cccc2Cl)cc1 (configuration not stated) | -2 | -8 | 4 | -11 | -9 | 0 | -2 | 0
O=C(CN1C(=O)NC(Cc2c[nH]c3ccccc23)C1=O)Nc1cccc(S(=O)(=O)N2CCCCCC2)c1 (configuration not stated) | 17 | 5 | -5 | -13 | 2 | 11 | -33 | -14
CCC(C)NC(=O)CSc1nnc(-c2ccc(OC)c(OC)c2)c(-c2ccc(OC)c(OC)c2)n1 (configuration not stated) | 4 | -23 | -8 | -3 | 6 | 3 | 2 | 2
COc1ccc(S(=O)(=O)N2CCOCC2)cc1NS(=O)(=O)/C=C/c1ccccc1 | 1 | -3 | -2 | -3 | -8 | -1 | -11 | -6
O=S(=O)(c1ccc(SCc2ccc(Br)cc2)nc1)N1CCCCC1 | 16 | -1 | 16 | -6 | -1 | -1 | 18 | 0
Cc1cccc(N2C(=O)/C(=C/c3cccnc3)SC2=S)c1 | 3 | -9 | 9 | -9 | 8 | 44 | -30 | -12
C=CCNC(=O)c1nc2ccccc2s1 | -3 | -26 | 13 | -5 | -3 | -16 | -44 | -2
O=C(NC(=S)Nc1cc(C(F)(F)F)ccc1Cl)c1ccccc1 | -8 | -5 | 5 | 5 | 1 | 1 | -2 | 7
CCN(CC)CCNC(=O)c1cn(CC)c2cc(N3CCN(C(=O)c4ccco4)CC3)c(F)cc2c1=O | -2 | -10 | -10 | 2 | -3 | 11 | -1 | 16
CCn1c(O)c(/C=C2\C=NN=C2c2ccc(C)cc2)sc1=S | -4 | -15 | -6 | -8 | 2 | -22 | -48 | -5
O=C(NC1CC2CCCC(C1)N2C(=O)Nc1ccccc1)c1ccccc1 (configuration not stated) | 2 | -1 | 3 | -2 | -5 | 18 | -5 | 6
c1ccc(Nc2ncnc3[nH]ncc23)cc1 | 2 | -5 | 6 | -6 | -5 | 5 | 19 | 10
COc1ccc(CNC(=O)CCCn2nc(C)n3ccnc3c2=O)cc1 | -1 | 17 | -3 | 0 | -5 | -4 | 0 | -4
Cc1cc(C(F)F)n2nc(C(=O)Nc3ccc(S(=O)(=O)NC45CC6CC(CC(C6)C4)C5)cc3)nc2n1 | 16 | 0 | 4 | -3 | 3 | 5 | -28 | 4
COc1ccc(OC)c(C(=O)c2c(C)oc3cc([N+](=O)[O-])c(O)c([N+](=O)[O-])c23)c1 | -17 | 15 | 6 | 6 | 1 | 6 | 15 | -44

6 entries from above, as tab-separated lines.
compound	Apaf1 inhib	Jurkat NFkB inh	SENP7 block	SENP8 block	HKDC1 inhibitor	Gli-Sufu antag	697 NFkB inh	UBC13 inh
Cc1cccn2c(=O)c3cc(S(=O)(=O)c4ccc(Br)cc4)c(=N)n(C4CCCC4)c3nc12	-5	17	2	1	0	7	-54	-3
CC(C)c1ccc(OCc2nnc(SCC(=O)N3CCCCC3)o2)cc1	19	-68	4	3	-4	26	-15	0
CCCCCOC(=O)C1=C(C)Nc2ncnn2C1c1cccs1 (configuration not stated)	11	22	3	3	2	0	-5	6
COc1ccccc1NC(=O)N1CCC(c2nc3cc(C)c(C)cc3[nH]2)CC1	2	43	-5	-9	3	17	-68	-9
O=C(COc1ccc(Cl)cc1Br)NC(=O)NCc1ccccc1	6	-6	0	-1	-2	0	18	5
Cc1ccc(C(C)NC(=O)c2c(C)noc2C)cc1C (configuration not stated)	-13	0	-7	-10	-5	5	4	0

The results go on:
SMILES | Apaf1 inhib | Jurkat NFkB inh | SENP7 block | SENP8 block | HKDC1 inhibitor | Gli-Sufu antag | 697 NFkB inh | UBC13 inh
CN1C(=O)C(C)(C)c2cc(S(=O)(=O)N3CCCC(C(=O)NCc4ccccc4Cl)C3)ccc21 (configuration not stated) | 11 | 1 | -9 | -6 | -6 | 14 | -9 | 6
CC1Cc2ccccc2N1C(=O)c1ccc(F)c(S(=O)(=O)N2CCOCC2)c1 (configuration not stated) | -3 | 12 | -6 | 3 | -9 | 9 | 8 | 1
Cc1[nH]c2ccccc2c1Cc1nnc(SCc2ccccc2)o1 | 13 | -21 | 11 | -11 | 1 | 21 | -25 | -2
Cc1ccc(S(=O)(=O)N2CCOCC2)cc1NCC(=O)Nc1ccc(OC(F)(F)F)cc1 | -8 | 16 | 1 | -1 | -9 | 5 | 1 | 5
CC(=O)NCCNC(=O)c1cc(-c2cccc3ccccc23)nc2ccccc12 | -8 | 8 | -8 | -4 | -1 | 2 | 11 | 8
CN(Cc1ccccc1)C(=O)c1cccc(NC(=O)c2ccco2)c1 | -6 | -6 | 8 | 1 | -5 | 1 | -5 | 1
Cc1c(OCC(=O)N2CCN(c3ccccc3)CC2)ccc2c3c(c(=O)oc12)CCCC3 | 28 | 14 | -17 | 3 | 0 | 7 | -22 | 3
CCCCNC(=O)c1onc(CSc2ccc(F)cc2)c1C(=O)O | -5 | 4 | 5 | 2 | 3 | -13 | 5 | -12
COc1ccc(N(C(=O)c2ccn[nH]2)C(C(=O)NC2CCCC2)c2ccc(F)cc2)cc1 (configuration not stated) | 8 | 0 | 2 | 0 | -5 | -6 | -7 | 1
CCCSc1nnc(NC(=O)Cc2ccc(OC)c(OC)c2)s1 | -10 | 13 | 1 | 1 | -3 | -2 | 17 | 13
O=C(Nc1ncc(Cc2cccc(Cl)c2Cl)s1)C1CCCO1 (configuration not stated) | 20 | -64 | -3 | -6 | 6 | nt | -111 | -10
COc1ccccc1C(C)NCC(=O)Nc1c(F)cccc1F (configuration not stated) | -13 | 17 | -7 | 6 | 8 | -9 | 19 | 12
CCOC(=O)C1CCN(C(c2cccc(OC)c2)c2sc3nc(C)nn3c2O)CC1 (configuration not stated) | 0 | 13 | 1 | 11 | -4 | -6 | 4 | 0
Cc1ccsc1/C=N/n1c(COc2ccccc2)n[nH]c1=S | 10 | 3 | 3 | -3 | -8 | 5 | 9 | -2
CCCc1cc(N2CCCC(C(=O)Nc3ccc(OC)cc3OC)C2)n2ncnc2n1 (configuration not stated) | -19 | 21 | 5 | -2 | -6 | 16 | 4 | 18
CC(=O)NCCc1nc2ccccc2n1Cc1ccc(Cl)cc1 | -1 | 10 | 5 | -4 | -6 | -4 | 4 | 0
Cc1cc(C)cc(N(CC(=O)Nc2ccc(C(F)(F)F)cc2)S(=O)(=O)c2c(C)[nH]c(=O)[nH]c2=O)c1 | 24 | 1 | 7 | 3 | 6 | -2 | 10 | -23
N#CCC(=O)Nc1ccc(C(=O)OCC(=O)c2c[nH]c3ccccc23)cc1 | -16 | 2 | 6 | -4 | 12 | -13 | 4 | 0
CC[C@@H]1[C@H]2CCCC(=O)N3CC[C@@H](C[C@@H]1OC(=O)Nc1ccccc1)[C@@H]23 | 3 | 0 | 3 | -2 | 2 | -3 | -3 | -8
O=C(CSc1nc2ccccc2s1)Nc1ccc2c(c1)OCO2 | 3 | -12 | 11 | 1 | -1 | -6 | -11 | -2
c1cc2c(cc1C1CCCN1)OCCCO2 (configuration not stated) | -2 | -7 | -8 | -15 | -3 | 5 | -6 | -6
COC(=O)CSc1nnc(NC(=O)CCc2ccccc2)s1 | 0 | 3 | 1 | 3 | 4 | 6 | 11 | 0
O=C(C[C@H]1C[C@H](C(=O)N2CCCCC2)[C@@]2(CCc3ccccc3)c3[nH]c4ccc(Cl)cc4c3CCN2C1=O)NCc1ccco1 | 21 | nt | 14 | nt | -7 | 3 | 12 | nt
CCOC(=O)c1c(C)nc2ccc(Cl)cc2c1-c1ccccc1 | 16 | 2 | -3 | -6 | -13 | 5 | 20 | -1
O=C(O)CCc1ccc(-c2ccccc2)n1-c1cccc(C(=O)O)c1 | 6 | -11 | 10 | -3 | -4 | 16 | -46 | 5

(cont.)
SMILES | Apaf1 inhib | Jurkat NFkB inh | SENP7 block | SENP8 block | HKDC1 inhibitor | Gli-Sufu antag | 697 NFkB inh | UBC13 inh
Cc1ccc(CNC(=O)CSc2ccc(-c3ccco3)nn2)cc1 | 5 | -6 | 9 | -2 | 2 | -3 | 9 | -4
O=C(CNC(=O)N1CC(=O)Nc2ccccc21)Nc1ccccc1F | 0 | 2 | 8 | -6 | 1 | 22 | -3 | 1
O=C(CSC1=NS(=O)(=O)c2cc(F)ccc2N1)Nc1ccc(F)cc1 | -11 | -1 | -12 | 9 | 0 | -2 | -2 | -10
COc1ccc(CCNC(=O)c2ccc(NS(=O)(=O)c3ccc4[nH]c(=O)[nH]c4c3)cc2)cc1 | -3 | 10 | 3 | -8 | -2 | -6 | 16 | -1
Cc1oc2c(CN3CCCCC3C)c(O)ccc2c(=O)c1-c1ccccc1 (configuration not stated) | 0 | -2 | 0 | -1 | -1 | -4 | -2 | 14
O=C(NCCCN1CCOCC1)c1cccc(S(=O)(=O)Nc2ccccc2Cl)c1 | 1 | 14 | -14 | -3 | 1 | 8 | -6 | -3
O=C(N/N=C/c1ccc(OCC(=O)N2CCCCC2)cc1)c1ccccc1O | 18 | -11 | 0 | -1 | -10 | -5 | -7 | -11
CCC(CC)c1nnc(NC(=O)c2nc3nc(C)cc(C)n3n2)s1 | 12 | 2 | -5 | -3 | 3 | -5 | -4 | -6
CCc1ccc(C(=O)N2CCCN(C)CC2)s1 | 3 | -15 | -8 | -4 | 0 | 7 | -10 | -5
O=C1/C(=C/c2ccncc2)SC(=S)N1C1CCCCC1 | 9 | 18 | -2 | -3 | -8 | -2 | -23 | -3
O=S(=O)(Nc1cccc(S(=O)(=O)N2CCCC2)c1)c1ccc(Cl)s1 | 4 | 2 | -1 | 5 | 2 | 7 | 11 | -8
C[C@@H](C(=O)Nc1ccc2ccccc2c1)[C@@H]1C[C@@]1(C)[C@@H](NC(=O)OCc1ccccc1)c1ccccc1 | 1 | -42 | -3 | -6 | 4 | 11 | -53 | -10
CCn1c(SCC(=O)Nc2ccccc2C(=O)OC)nnc1-c1ccoc1C | -3 | 6 | -6 | -5 | -4 | -1 | -7 | 4
CCOC(=O)C1=C(C)Nc2nc(=S)[nH]n2C1c1ccc(Cl)cc1 (configuration not stated) | 6 | 7 | -4 | -1 | 4 | 6 | -31 | 4
Cc1nn(C(=O)CCC(=O)NCc2ccc(OC(C)C)cc2)c2ccccc12 | 0 | -10 | 4 | -4 | 6 | -17 | 6 | -7
